PV pol inh = poliovirus RdRp elongation inhibitors, primary screen, biochemical, fluorescence polarization, total intensity. poliovirus polymerase elongation; hits give low values. % elongation, % (compound at 16.7 µg/mL). hit rate 0.66% among 150,000. AID 588519, 2011; in the data active = % elongation below about 90%; also: some results filed as inactive read as strong as hits
Target sequence (P03300 1749-2209 limits assumed): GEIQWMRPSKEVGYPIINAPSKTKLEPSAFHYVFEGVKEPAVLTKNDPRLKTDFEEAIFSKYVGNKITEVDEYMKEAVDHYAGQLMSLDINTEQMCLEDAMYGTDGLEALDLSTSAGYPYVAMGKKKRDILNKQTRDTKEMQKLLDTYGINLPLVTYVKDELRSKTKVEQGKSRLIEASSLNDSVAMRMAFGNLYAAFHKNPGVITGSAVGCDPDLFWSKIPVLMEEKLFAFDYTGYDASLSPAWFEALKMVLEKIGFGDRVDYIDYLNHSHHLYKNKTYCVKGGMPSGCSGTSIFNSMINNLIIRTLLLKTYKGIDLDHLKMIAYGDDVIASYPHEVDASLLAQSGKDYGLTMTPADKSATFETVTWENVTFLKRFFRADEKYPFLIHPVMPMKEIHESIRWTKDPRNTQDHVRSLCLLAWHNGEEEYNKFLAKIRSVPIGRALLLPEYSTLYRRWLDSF
PV pol inh FP z-score = second read-out of PV pol inh, no call of its own (marks repeat the call); z-score; measured here: FP z-score; hits read low
* marks the source's active call; other numbers are inactive results.

SMILES	PV pol inh	PV pol inh FP z-score
CN1C2CCCC1CC(=O)C2	101	0.2
CCc1ccc(Nc2nc(N)nc(CSc3nc4ccccc4s3)n2)cc1	106	0.4
CCOC(=O)c1cccc(NC(=O)c2cc3cc4ccc(C)cc4nc3o2)c1	113	1.1
O=C(COc1ccccc1)NS(=O)(=O)c1ccc(N=NN2CCOCC2)cc1	101	-0.1
Cc1ccc(CN)cc1F	104	0.3
O=C(NC1CCCC1)c1cc2c(s1)CS(=O)(=O)C2	102	-0.3
COc1ccc(CNC(=O)CSc2nc3ccccc3nc2Cc2ccccc2)cc1	102	-0.9
CC(C)OC(=O)Cn1c(C(=O)OC(C)C)cc2c1ccn2C	102	0.1
COc1ccc(-c2nc(C)c(CCNC(=O)c3ccc(C(F)(F)F)cc3)s2)cc1OC	115	1.8
CCC(c1ccccc1)c1nn2c(-c3cccnc3)nnc2s1 (stereo not given)	100	-0.8
CSC1=C(C#N)C(=O)NC(c2ccc(Cl)cc2)S1 (stereo not given)	88*	-2.2*
CN1C2CC[C@@H]1CC(OC(=O)[C@H](CO)c1ccccc1)C2 (stereo not given in full)	98	-0.5
Nn1c(CSc2nc3ccccc3o2)nnc1CSc1nc2ccccc2o1	100	-0.2
Clc1ccc(SCc2nnc(-c3ccc(Cl)cc3)o2)cc1	115	2.1
O=C(O)CSCC(=O)N1Cc2ccccc2CC1C(=O)O (stereo not given)	98	-0.7
CC(C)NC(=O)N1CCc2sccc2C1c1ccc(Cl)cc1 (stereo not given)	103	0
O=c1[nH]nc(CSc2ccc(Cl)cc2)c2ccccc12	102	-0.2
CC(=O)c1cccc(NC(=O)C(C)n2c(=O)cc(C)c3c(C)nn(-c4ccccc4)c32)c1 (stereo not given)	111	1.5
Cc1ccc(CSc2ncc(Cl)c(C(=O)NCc3ccccc3)n2)cc1	109	0.4
CC1(C)CC(=O)C(=CN2CCCCC2)C(=O)C1	101	0.4
CC(=O)N1c2ccccc2C(=O)C1N1CCN(c2ccccc2)CC1 (stereo not given)	111	0.9
Cc1cc(C)cc(NC(=O)CN(c2cccc(C)c2C)S(=O)(=O)c2ccccc2)c1	105	-0.1
CC(C)C(=O)Nc1ccccc1OCc1cc(=O)n2ccccc2n1	102	-0.8
CN(Cc1ccccc1)C(=O)COc1ccc(S(=O)(=O)N2CCCC2)cc1	100	-0.3
CC(C)n1nnnc1SCC(=O)c1ccc(F)cc1	101	-0.2
COC(C)(C)CCC[C@H](C)C/C=C/C(C)=C/C(=O)OC(C)C	99	0.2
CCOc1ccc(NC(=O)CSc2ncc3c(n2)-c2cc(Cl)ccc2N(C)S3(=O)=O)cc1	102	-0.3
CCCC(c1nnnn1CC1CCCO1)N(Cc1cc2cc(C)cc(C)c2[nH]c1=O)C1CCCC1 (stereo not given)	105	0.8
O=C1c2ccccc2-c2nc3ccccc3c(=O)n21	104	0.4
CCc1noc(C)c1C(=O)OCC(=O)Nc1ccc(NC(C)=O)cc1	108	0.6
CC(=O)OCC1=C(C(=O)O)N2C(=O)[C@@H](N)[C@H]2SC1	100	0.1
N#CCC(=O)N/N=C/c1cc2ccccc2[nH]1	99	-0.5
CC1CCCN(CC(=O)c2ccccc2F)C1 (stereo not given)	111	1.2
CCOc1ccc2nc(NC(=O)c3ccccc3OC)sc2c1	99	-0.1
O=C(CCn1cnc2onc(-c3ccc(F)cc3)c2c1=O)N1CCCc2ccccc21	102	-0.1
O=C(c1ccc(S(=O)(=O)N2CCOCC2)cc1)n1nnc2ccccc21	103	0.3
O=C(Cn1cnc2onc(-c3ccc(F)cc3)c2c1=O)NC1CCN(Cc2ccccc2)CC1	103	0.2
O=C(CSc1ncc2c(n1)-c1ccc(Cl)cc1N(Cc1ccccc1)S2(=O)=O)Nc1ccc(F)c(F)c1	111	0.3
c1ccc(CNCC2CC2)cc1	98	-1.3
O=S1(=O)CC(c2ccccc2)CS(=O)(=O)C1CC1S(=O)(=O)CC(c2ccccc2)CS1(=O)=O (stereo not given)	98	-0.2
COC(=O)Oc1cc2oc(=O)sc2cc1Cl	102	0.1
O=C(Nc1ccccc1)c1nnn(Cc2ccccc2)c1NC(=O)C(F)(F)F	89*	-2.5*
CC1CCCN(C(=O)CCS(=O)(=O)c2cc(Br)cc3c2N(C(=O)C2CC2)CC3)C1 (stereo not given)	100	-0.3
Cc1ccc(NC(=O)C(C)Sc2nc(N)cc(N)n2)c(C)c1 (stereo not given)	99	-1.1
CCOC(=O)Cc1csc(SCC(=O)N2CC(=O)Nc3ccccc32)n1	104	0.2
CCCC(C)NS(=O)(=O)c1ccccc1 (stereo not given)	100	-0.1
Cc1cc(C)cc(Oc2coc3c(CN4CCCCCC4)c(O)ccc3c2=O)c1	103	0.3
Cc1ccc(-n2ncc(C(=O)N3CCC(c4ccccc4)C3)c2C2CCN(C(=O)OC(C)(C)C)CC2)cc1 (stereo not given)	102	-0.7
CCOc1ccc2nc(SCc3c[nH]c4ccccc34)sc2c1	104	0.2
O=C(CSc1nc(-c2cccs2)cc(C(F)(F)F)n1)Nc1ccccc1Cl	103	-0.2
Cc1nn(Cc2ccccc2Cl)c2sc(C(=O)NCCCn3ccnc3)cc12	102	0
O=C1CCC2(C(=O)O)c3[nH]c4ccccc4c3CCN12 (stereo not given)	100	-0.4
CCOC(=O)C1=C(c2ccccc2)N=c2s/c(=C\c3ccco3)c(=O)n2C1c1cccc(OC)c1 (stereo not given)	100	0
COc1ccccc1NC(=O)CSc1nc2ccccc2c2nc(-c3ccccc3)nn12	107	0.3
O=C(CNC(=O)C1CCCCC1)OCc1cc(=O)n2cc(Br)ccc2n1	104	0.2
CCN1CCc2nc3sc(C(=O)c4ccc(F)cc4)c(N)c3cc2C1	42	-9.8
Cc1ccc(-n2c(=O)c3ccc(C(=O)NCc4ccccc4Cl)cc3n(CC(=O)Nc3cccc(F)c3)c2=O)cc1	103	0
C=C(C)C(=O)N1C(=O)OCC1c1ccccc1 (stereo not given)	91	-1.2
CCOCCn1c(=O)c2c(nc3n2CCN3c2ccc(C)c(C)c2)n(C)c1=O	104	-0.5
COc1cc(OC)cc(C(=O)N2CCC(C(=O)NCCc3ccccc3)CC2)c1	102	0.2
Later entries
SMILES	PV pol inh	PV pol inh FP z-score
O=C(Nc1cccc(Cl)c1)Nc1ccc2c(c1)oc1ccccc12	103	0.2
COc1ccc(C(=O)c2ccc(OC)cc2OC)c(OC)c1	104	0.4
CC(C)(C)c1cc2nc(C(F)(F)F)cc(N3CCN(c4ccc(C(F)(F)F)cn4)CC3)n2n1	102	-0.4
CC(=O)N=C(C)CC1(OC(C)=O)C(=O)N(C)c2ccccc21 (stereo not given)	103	0.3
CCOc1ccc(NS(=O)(=O)c2ccc3c4c(cccc24)C(=O)N3)cc1	112	0.2
Cc1sc2c(c1C)CSC(C(=O)NCCc1ccccc1)=C2	100	-0.7
O=C(Nc1cccc(N2CCCC2)c1)C(F)(F)C(F)F	102	0
CC(=O)Nc1ccc(NC(=O)Nc2sc3nc4n(c(=O)c3c2C)CCC(C)CC4)cc1 (stereo not given)	108	0.6
O=C1NCCCCC1NCC(O)c1ccccc1 (stereo not given)	101	-0.3
Nc1nc2cc(Cl)ccc2n1CCCO	102	0.3
CCn1ncc(Cl)c1C(=O)NCc1ccco1	99	-0.1
C=CCNC(=O)c1ccc(OCC=C)cc1	102	-0.1
O=C(OC1COC(c2ccc(Br)cc2)OC1)c1ccc(Br)cc1 (stereo not given)	104	0.7
CS(=O)(=O)N1N=C(c2ccccc2)CC1c1ccccc1 (stereo not given)	101	0.5
CC1=C(C(=O)OC(C)(C)C)C(c2cccc(Cl)c2)NC(=O)N1 (stereo not given)	100	0
CCc1ccc(NC(=O)CC(c2ccc(C)cc2)N2Cc3ccccc3C2=O)cc1 (stereo not given)	109	0.3
CCC(=Nc1ccccc1N)c1c(O)[nH]c(=O)[nH]c1=O	102	-0.1
COc1ccc(-c2cc(C(=O)N3CCCCC3C)no2)cc1OC (stereo not given)	107	0.6
CCOc1ccc(S(=O)(=O)N2CCC(N3CCN(Cc4ccc(C)cc4)C(=O)C3=O)CC2)cc1	107	0
CCC(C)C(NC(N)=O)C(=O)Nc1cccc(Cl)c1 (stereo not given)	102	-0.1
NC(=O)CSc1nc(-c2ccccc2)cs1	99	-0.3
COc1ccc(C)cc1NC(=O)CSc1nc(=O)n(Cc2ccncc2)c2c1CCC2	108	0.4
O=C(Cc1cccs1)Nc1nnc(Cc2ccccc2)s1	92	-1.7
COc1cccc(Oc2coc3cc(OC(=O)N(C)C)ccc3c2=O)c1	103	0.3
CCS(=O)(=O)Nc1ccccc1-c1ccccc1	103	0.2
CCOC(=O)c1c(Oc2ccc(C(C)=O)cc2)nnc(-c2ccccc2)c1-c1ccccc1	108	0.2
O=C(N/N=C/c1cc2c3c(c1O)CCCN3CCC2)c1ccncc1	105	1.1
COc1ccc(S(=O)(=O)Nc2ccccc2C(=O)NCc2ccco2)cc1OC	103	0.4
CCC(=O)N1CCc2cc(Br)cc(S(=O)(=O)N3CCC(C(=O)Nc4ccccc4F)CC3)c21	109	0.6
CCc1ccc(N=Cc2c(O)n(-c3ccccc3)c(=O)c3ccccc23)cc1	100	-0.3
Cc1ccc(CCNC(=O)c2ccc3[nH]c(C)c(C)c3c2)cc1	109	0.6
COc1ccc(-c2nc(C#N)c(N3CCC(C(N)=O)CC3)o2)cc1	104	0.3
Cc1ccc(C)c(N=C2SCCCN2C(=O)c2ccc(C#N)cc2)c1	101	-0.3
COC(=O)c1c(CSc2nnc(-c3cc(OC)c(OC)c(OC)c3)o2)nc2ccccc2c1C	98	-0.8
CCN(C(=O)CSc1nnc(Cn2nnc3ccccc32)o1)c1nc(-c2ccccc2)cs1	101	-0.1
CC(C)Oc1ccc(CNC(=O)c2cnc3sc(N4CCCCC4)nn3c2=O)cc1	111	1
CCC(CC)c1nnc(NC(=O)C2COc3ccccc3O2)s1 (stereo not given)	105	-0.1
O=C(Nc1ccc(Cl)cc1)C1CCN(c2nc3ccccc3nc2C(F)(F)F)CC1	107	-0.1
Oc1ccc(Nc2nc3ccccc3n3cnnc23)cc1	104	0
CCCNC(=O)NC1CCN(c2ncc(C(F)(F)F)cc2Cl)CC1	102	-0.5

Sorted by molecular weight (rising): some entries from above.
SMILES	PV pol inh	PV pol inh FP z-score
NC(=O)CSc1nc(-c2ccccc2)cs1	99	-0.3
CCS(=O)(=O)Nc1ccccc1-c1ccccc1	103	0.2
CCC(C)C(NC(N)=O)C(=O)Nc1cccc(Cl)c1 (stereo not given)	102	-0.1
Cc1ccc(CCNC(=O)c2ccc3[nH]c(C)c(C)c3c2)cc1	109	0.6
O=C(Cc1cccs1)Nc1nnc(Cc2ccccc2)s1	92	-1.7
CC1=C(C(=O)OC(C)(C)C)C(c2cccc(Cl)c2)NC(=O)N1 (stereo not given)	100	0
COc1ccc(-c2nc(C#N)c(N3CCC(C(N)=O)CC3)o2)cc1	104	0.3
COc1ccc(-c2cc(C(=O)N3CCCCC3C)no2)cc1OC (stereo not given)	107	0.6
O=C(N/N=C/c1cc2c3c(c1O)CCCN3CCC2)c1ccncc1	105	1.1
Cc1ccc(C)c(N=C2SCCCN2C(=O)c2ccc(C#N)cc2)c1	101	-0.3
COc1cccc(Oc2coc3cc(OC(=O)N(C)C)ccc3c2=O)c1	103	0.3
CCCNC(=O)NC1CCN(c2ncc(C(F)(F)F)cc2Cl)CC1	102	-0.5
CCc1ccc(N=Cc2c(O)n(-c3ccccc3)c(=O)c3ccccc23)cc1	100	-0.3
CCc1ccc(NC(=O)CC(c2ccc(C)cc2)N2Cc3ccccc3C2=O)cc1 (stereo not given)	109	0.3
COc1ccc(S(=O)(=O)Nc2ccccc2C(=O)NCc2ccco2)cc1OC	103	0.4
CC(C)Oc1ccc(CNC(=O)c2cnc3sc(N4CCCCC4)nn3c2=O)cc1	111	1
O=C(Nc1ccc(Cl)cc1)C1CCN(c2nc3ccccc3nc2C(F)(F)F)CC1	107	-0.1
COc1ccc(C)cc1NC(=O)CSc1nc(=O)n(Cc2ccncc2)c2c1CCC2	108	0.4
CCOC(=O)c1c(Oc2ccc(C(C)=O)cc2)nnc(-c2ccccc2)c1-c1ccccc1	108	0.2
CCN(C(=O)CSc1nnc(Cn2nnc3ccccc32)o1)c1nc(-c2ccccc2)cs1	101	-0.1
COC(=O)c1c(CSc2nnc(-c3cc(OC)c(OC)c(OC)c3)o2)nc2ccccc2c1C	98	-0.8
CCOc1ccc(S(=O)(=O)N2CCC(N3CCN(Cc4ccc(C)cc4)C(=O)C3=O)CC2)cc1	107	0
CCC(=O)N1CCc2cc(Br)cc(S(=O)(=O)N3CCC(C(=O)Nc4ccccc4F)CC3)c21	109	0.6

Next section:
SMILES	PV pol inh	PV pol inh FP z-score
COc1c(Cl)cc(C(=O)Nc2cccc(-c3nc4ccccc4[nH]3)c2)cc1Cl	108	0.3
O=C(COc1ccc2oc3c(c2c1)CCCC3)NCCNc1ncc(C(F)(F)F)cc1Cl	104	0.2
N#CC(C#N)=C1c2ccccc2-c2c1nc1ccccc1[n+]2[O-]	103	0.6
O=C(OCc1nnc(-c2ccccc2)o1)C1c2ccccc2Oc2ccccc21	101	-0.5
CC(C)c1ccc(NC(=O)Cn2nnc(C(=O)NCc3ccc4c(c3)OCO4)c2N)cc1	109	0.4
Cn1c(-c2ccccc2)c(/C=C2/C(=O)Oc3ccccc3C2=O)c2ccccc21	94	-1.3
O=C(COc1ccc(F)cc1)NCc1ccc2c(c1)CCN2C(=O)c1ccc(F)cc1	101	-1.3
CC(NC(=O)CC12CC3CC(CC(C3)C1)C2)C(=O)O (stereo not given)	101	-0.1
Cc1cccc(Cn2c(CNC(=O)c3ccccc3)nc3ccccc32)c1	114	1.5
O=C1CC(=O)SC(c2ccccc2)=N1	99	-0.7
O=c1cc(-c2ccccc2)nc2c(n1)NON2	103	0
Cc1ccc(OCC(O)CN2C(=O)NC(C)(C)C2=O)c(Cl)c1 (stereo not given)	102	0.2
O=C(NCc1cccs1)c1ccccc1NC(=O)C(F)(F)F	104	0.2
COc1cccc(-n2ccnc2SCC(=O)Nc2cccc3ccccc23)c1	107	-0.2
N#CC(c1ccccc1)c1ccccn1 (stereo not given)	102	0.8
Cc1ccc(CSCc2ccc(C(=O)NC3CCCC3)o2)cc1	102	0

Full records, looked up by structure. Order of screens: PV pol inh, PV pol inh FP z-score
O=C1CC(=O)SC(c2ccccc2)=N1 is listed as 99, -0.7
O=C(COc1ccc(F)cc1)NCc1ccc2c(c1)CCN2C(=O)c1ccc(F)cc1 is listed as 101, -1.3

A portion of the library, so the mix of outcomes need not match the whole.
